# 697 NFkB inh – inhibitors of the PMA/ionomycin-induced NF-kB reporter in 697 B cells. 330,000 compounds, 0.33% hits. 697 B-cell NF-kB luciferase reporter, 16 h. AID 435022. inhibition, % at 4 µM; in the data active = inhibition above about 35%
# Jurkat NFkB inh – inhibitors of the PMA/ionomycin-induced NF-kB reporter in Jurkat cells | AID 435003 | inhibition, % at 4 µM | PMA/ionomycin-induced NF-kB luciferase reporter, luminescence | 330,000 compounds, 0.53% hits; in the data active = inhibition above about 50%
# tim10-1 inh – growth inhibitors of tim10-1 mutant yeast; S. cerevisiae tim10-1 ts strain growth, BacTiter-Glo, 24 h; inhibition, % at 20 µM; 330,000 compounds, 2.2% hits; AID 463190;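 active = inhibition of at least 40%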;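 also: mutant grown at 25 °C; 0% = DMSO wells with yeast and 100% = wells holding no yeast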
# TIM10 inh – growth inhibitors of TIM10 yeast strain | S. cerevisiae TIM10 strain growth, BacTiter-Glo luminescence, 24 h | 330,000 compounds, 1.4% hits | inhibition, % at 10 µM;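 active = inhibition of 40% or more at the single tested concentration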;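 also: wild-type TIM10 isogenic control strain grown at permissive 25 °C; 0% = DMSO yeast wells and 100% = minimal medium wells without yeast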
# UPR CHOP act – activators of apoptotic arm of unfolded protein response (CHOP); activation, % at 10 µM; CHO-CHOP luciferase reporter, UPR activation, luminescence; percent of tunicamycin response over DMSO baseline; 330,000 compounds, 0.34% hits;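 active = at 10 µM dose, activation of 40% or more, normalized to positive control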;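 also: 100% = tunicamycin at 10 µg/mL and 0% = DMSO alone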
#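 Test system: CHO CHOP reporter cells. Input: 500 CHO-CHOP cells per well. Medium: F12 with 10% FBS. Technique: luciferase luminescence. Measure: percent activation relative to tunicamycin control. Dosing: 10 µM compound, 0.5% DMSO. Timing: 16-18 h cell attachment, then 6 h compound exposure, 37 °C.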
# Mdm2-MdmX inh – inhibitors of human Mdm2/MdmX interaction; 330,000 compounds, 3% hits; inhibition, % at 8 µM; AID 485346; SaOS-2 split-luciferase Mdm2/MdmX complementation, luminescence;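 active = inhibition of at least 50% at 8 µM in the primary screen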
# Target sequence (O15151 whole entry, looked up): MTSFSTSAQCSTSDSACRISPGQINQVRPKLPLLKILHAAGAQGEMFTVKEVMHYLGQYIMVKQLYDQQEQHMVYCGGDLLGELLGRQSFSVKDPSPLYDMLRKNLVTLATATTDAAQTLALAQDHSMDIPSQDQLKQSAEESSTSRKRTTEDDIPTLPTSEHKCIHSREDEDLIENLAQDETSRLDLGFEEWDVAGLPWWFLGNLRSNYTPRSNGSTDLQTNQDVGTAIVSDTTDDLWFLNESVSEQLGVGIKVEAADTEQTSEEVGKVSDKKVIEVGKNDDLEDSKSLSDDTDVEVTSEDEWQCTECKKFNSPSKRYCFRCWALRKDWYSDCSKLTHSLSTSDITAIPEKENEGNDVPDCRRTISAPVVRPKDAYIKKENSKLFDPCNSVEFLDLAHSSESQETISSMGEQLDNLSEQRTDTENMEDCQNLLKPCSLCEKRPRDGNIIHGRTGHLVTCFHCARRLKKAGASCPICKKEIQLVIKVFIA
# Target sequence (Q00987 whole entry, looked up): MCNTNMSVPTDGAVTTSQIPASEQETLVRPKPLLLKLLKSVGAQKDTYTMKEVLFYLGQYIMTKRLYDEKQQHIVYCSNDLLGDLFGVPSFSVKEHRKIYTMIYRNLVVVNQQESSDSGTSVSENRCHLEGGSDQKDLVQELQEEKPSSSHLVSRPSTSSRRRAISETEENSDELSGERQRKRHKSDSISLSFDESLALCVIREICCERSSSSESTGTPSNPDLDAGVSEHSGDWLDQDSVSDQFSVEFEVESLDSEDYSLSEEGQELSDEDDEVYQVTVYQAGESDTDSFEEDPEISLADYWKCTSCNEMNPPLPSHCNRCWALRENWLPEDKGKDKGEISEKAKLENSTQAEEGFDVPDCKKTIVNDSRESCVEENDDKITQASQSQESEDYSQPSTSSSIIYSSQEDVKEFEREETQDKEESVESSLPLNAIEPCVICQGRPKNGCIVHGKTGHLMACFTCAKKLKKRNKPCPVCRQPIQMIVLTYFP
# tim23-1 inh – growth inhibitors of tim23-1 mutant yeast; AID 463212; 330,000 compounds, 1.3% hits; inhibition, % at 20 µM; S. cerevisiae tim23-1 growth, BacTiter-Glo luminescence, 24 h;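 active = growth inhibition of the mutant yeast at or above 50%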;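 also: temperature-sensitive mutant grown at 25 °C; plate controls were DMSO-treated mutant yeast for no effect and medium wells lacking yeast for full effect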
# UPR XBP1 act – activators of adaptive arm of unfolded protein response (XBP1) | 330,000 compounds, 0.33% hits | activation, % at 20 µM | CHO-XBP1 luciferase reporter, IRE1-XBP1 UPR activation, luminescence; percent of tunicamycin response, DMSO as zero;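 active = versus positive control, 20 µM dose yields 30% or more activation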;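 also: 100% = tunicamycin at 10 µg/mL and 0% = DMSO only wells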
#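 Material: CHO cell line with stable XBP1 luciferase reporter; buffer or medium: F12 medium containing 10% fetal bovine serum; compound: single point, 20 µM final compound, 1% DMSO; incubation: 6 h treatment, 37 °C; measured by: glow luminescence from Steady-Glo reagent; evaluation: activation, % of tunicamycin; control set: tunicamycin high, DMSO low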
# * hit, by the source's call. No enrichment for hits; 6.6% or so of the library scored in one or more.
SMILES,697 NFkB inh,Jurkat NFkB inh,tim10-1 inh,TIM10 inh,UPR CHOP act,Mdm2-MdmX inh,tim23-1 inh,UPR XBP1 act
CCN(CC)c1ccc(C(=O)OCc2c(C)noc2C)cc1,-10,-16,8,10,2.3,-9,12,-1
CCn1nc(NC(=O)COC)c2cc3cccc(C)c3nc21,-10,-12,31,-9,-0.5,-8,42,4
O=P(CCCO)(Cc1ccccc1)Cc1ccccc1,1,4,5,-1,0.4,-4,21,-1
Cc1cc2nc(-c3ccc(SCC(=O)Nc4ccc5c(c4)OCCO5)nc3)[nH]c2cc1C,-34,-121,1,-6,3.0,46,13,1
COc1ccc(-n2c3c(cc(C(=O)Nc4cccc(C)n4)c2=O)C(=O)CC(C)(C)C3)cc1,18,1,8,-6,0.9,9,-1,8
CC(=O)CSc1ncnc2sc3c(c12)CCC3,-1,5,10,9,1.0,-16,32,3
NC(=O)C1CCN(C(=O)c2ccc3c(=O)n(Cc4ccco4)c(SCC(=O)c4ccccc4)nc3c2)CC1,-16,-6,22,3,1.5,-16,58*,-3
NS(=O)(=O)c1cccc(NC(=O)CSc2nnnn2-c2ccccc2)c1,-1,15,-9,-13,1.0,25,2,-2
COc1ccc(C(=O)CSc2nc3nc(C)cc(C)n3n2)cc1OC,1,-9,14,12,0.6,-9,16,1
CCOc1cc2[nH]c(=S)n(CCc3ccc(OC)c(OC)c3)c(=O)c2cc1OCC,-43,3,14,12,1.7,83*,4,6
O=C(Nc1ccc(S(=O)(=O)N2CCCC2)cc1)c1ccccc1,-13,-8,35,24,1.7,16,33,-1
COc1ccc(CN2CCNC(=O)C2CC(=O)N2CCc3ccccc3C2)c(OC)c1 (stereo unspecified),14,-15,11,1,-0.7,10,20,-4

# Looked up above.
# CCn1nc(NC(=O)COC)c2cc3cccc(C)c3nc21 in 697 NFkB inh has -10
# CC(=O)CSc1ncnc2sc3c(c12)CCC3 in tim23-1 inh has 32
# CCOc1cc2[nH]c(=S)n(CCc3ccc(OC)c(OC)c3)c(=O)c2cc1OCC in UPR CHOP act has 1.7
# O=C(Nc1ccc(S(=O)(=O)N2CCCC2)cc1)c1ccccc1 in TIM10 inh has 24

# More compounds.
SMILES,697 NFkB inh,Jurkat NFkB inh,tim10-1 inh,TIM10 inh,UPR CHOP act,Mdm2-MdmX inh,tim23-1 inh,UPR XBP1 act
O=C(Nc1ccccc1)OC1CCC2CC1CCC2OC(=O)Nc1ccccc1 (stereo unspecified),-42,5,2,15,-0.8,18,53*,-3
CSc1ncccc1C(=O)OCC(=O)N(C)c1c(N)n(Cc2ccccc2)c(=O)[nH]c1=O,24,3,5,0,1.7,-14,-5,-1
COc1ccc(OC)c(NC(=O)CC2SC(=N)N(c3ccccc3)C2=O)c1 (stereo unspecified),13,2,14,3,-0.8,14,2,-3
O=C(CCN1C(=O)/C(=C/C=C/c2ccccc2)SC1=S)Nc1nccs1,-55,-8,7,-6,13,-13,-10,10
O=C1C=C(O)c2cccc(O)c2C1=O,13,15,15,6,0.7,-1,4,-1
O=C(Nc1nnc(CC(=O)N2CCOCC2)s1)c1cccs1,-11,6,-6,10,0.8,8,3,2
O=C(C(Sc1ccccc1)c1ccccc1)N1CCN(c2ccccc2F)CC1 (stereo unspecified),4,0,35,-3,-1.5,-6,29,-2
O=C(c1ccc(F)cc1)N1CCOCC1,-4,-1,-1,6,2.4,-1,0,2
CC(=O)c1ccc(-n2nncc2-c2ccc([N+](=O)[O-])cc2)cc1,5,5,18,9,0.3,-2,15,-1
O=C(NNC(=O)c1cc2ccccc2cc1O)c1cccs1,-37,-3,-11,13,6.4,-31,39,-2
Cc1nn(Cc2c(F)c(F)c(F)c(F)c2F)c(C)c1NC(=O)c1cccc(COc2ccc(Cl)cc2)c1,-93,12,10,6,13,-35,3,0
CCC(Oc1ccccc1)C(=O)Nc1ccc(S(=O)(=O)Nc2ncccn2)cc1 (stereo unspecified),9,7,14,-4,-0.1,20,9,-3
O=C(NCCO)c1cccc2c1-c1ccccc1C2=O,2,4,1,3,-0.6,2,-2,0
CC(C)Sc1nc(N2CCOCC2)c2c(c1C#N)CC(C)(C)N(C)C2,20,-8,-7,-26,-2.3,22,-12,-1
COC(=O)C(C(=O)OC)C(C[N+](=O)[O-])c1ccc(OC)cc1 (stereo unspecified),-7,-17,-4,6,1.0,10,11,2
CCCCCOCC1CC(C/C(C)=N/NC(N)=O)(C(=O)OCC)C(=O)O1 (stereo unspecified),8,3,-12,-11,2.8,10,1,-2
O=C(CSc1nc(=O)n(CCCN2CCOCC2)c2c1CCCC2)Nc1ccc(F)c(F)c1,-8,2,2,1,-1.5,25,-24,-2
COc1cccc(/C=C2\CCC(C3CCCC3)C2=O)c1OC (stereo unspecified),-67,-112,25,22,5.9,-32,30,1
COc1ccc(C(C(=O)NC2CCCCC2)N(Cc2cccnc2)C(=O)c2snc(C(N)=O)c2N)cc1 (stereo unspecified),5,-5,7,4,1.0,-24,1,-4
O=C1C=C(c2ccccc2)CCC1,1,0,-20,-4,1.0,4,6,-1
O=C(N/N=C/C=C/c1ccc([N+](=O)[O-])cc1)C1COc2ccccc2O1 (stereo unspecified),-6,-1,51*,19,-1.1,-9,35,1
CCCCOCCCNC(=O)Cc1ccccc1OC,5,8,6,11,-0.6,7,11,-3
COCCN1CCN(C(=O)c2ccc3oc(CCc4ccccc4)nc3c2)CC1,-24,-24,-21,0,1.9,18,-7,-4
CCO/C=N/Nc1nc(C(F)(F)F)nc2c1cnn2Cc1ccccc1,2,5,59*,56*,0.3,44,40,-6
CN(C)c1ncc(S(=O)(=O)c2ccccc2)c(-c2ccc(Cl)cc2Cl)n1,-8,2,27,-18,-2.4,-12,27,-2
Cc1cccc(OCCCC(=O)NNC(=O)c2ccncc2)c1,12,-5,-17,-8,1.1,27,-14,2
CN(Cc1nc(-c2cnccn2)no1)Cc1n[nH]c2c1CCCCC2,3,6,20,4,1.3,-1,15,0
COCCCNC(=O)C(=O)NCC1CCCN1S(=O)(=O)c1cccs1 (stereo unspecified),8,19,6,0,-1.6,13,-6,-4
COc1ccc2oc(C(=O)c3ccccc3)c(N)c2c1,-128,-86,31,25,6.6,-147,16,3
Cc1ccc(CNC(=O)C23CN(Cc4ccccc4)CC2C(c2cccc([N+](=O)[O-])c2)=NO3)cc1 (stereo unspecified),-3,7,0,10,0.9,7,18,-1
CC(C)C(NC(=O)C1CCCCC1)C(=O)NCc1ccccn1 (stereo unspecified),-9,-11,6,9,-2.1,15,11,-2
Cc1cc(S(=O)(=O)N2CCCC(N(C)CCc3ccccn3)C2)c(C)s1 (stereo unspecified),-3,5,8,-5,-0.5,15,12,-3
C#CCOCCOCCOCCNc1nc(N2CCN(C(=O)Cn3cc(CCCN=C(N)N)nn3)CC2)nc(N2CCN(C(=O)[C@H](C)n3cc(CCCN=C(N)N)nn3)CC2)n1,30,7,-4,61*,-0.7,26,-10,2
CCOc1ccccc1N1CCN(C(=O)C(F)(F)F)CC1,18,0,-5,-4,-3.0,-8,-4,-7
COC(=O)CSc1nnc(CNC(=O)c2ccccc2OC)n1-c1ccc(OC)cc1,1,-18,-2,-6,-0.1,0,3,-3
CCc1nnc(NS(=O)(=O)c2ccc(NC(=S)NC(=O)c3ccc(OC)c(OC)c3)cc2)s1,-4,0,0,-38,-2.9,0,1,-4
COc1ccc(CC(=O)OCC(=O)NCc2ccco2)cc1,4,2,-1,-6,2.1,0,12,-1
Cc1ccc(Cl)cc1NC(=O)Nc1cccs1,26,3,14,27,-0.4,7,13,3
CCOC(=O)C1=C(C)N=c2sc(=C(C)C)c(=O)n2C1c1ccc(N(C)C)cc1 (stereo unspecified),5,6,13,13,1.8,8,21,1
CCCn1c2c(c(O)c(C(=O)Nc3ncccc3C)c1=O)CCCC2,-2,-3,25,45*,-1.0,1,49,4
COc1ccc(C(F)(F)F)cc1N/C=C\c1nnnn1-c1ccc(C)cc1,13,14,22,13,1.7,-14,4,-2
CCN1CCN(c2ncnc3sc4c(c23)CCC(C)C4)CC1 (stereo unspecified),-16,-1,16,-11,-0.9,12,9,-3
CCC(C)NC(=O)c1c(N)n(/N=C/c2ccccn2)c2nc3ccccc3nc12 (stereo unspecified),52*,3,42*,35,4.6,47,2,5
O=C(Nc1c[nH]c(=O)[nH]c1=O)c1ccc([N+](=O)[O-])cc1,14,-3,2,11,-0.4,-10,7,4
Cc1ccc(S(=O)(=O)N2CCC(NC(=O)c3ccccc3)CC2)cc1,22,6,15,-15,0.4,11,4,-2
CC(C)c1ccc(/C=C2\Oc3c(ccc(O)c3CN3CCN(C)CC3)C2=O)cc1,-7,-5,32,21,0.1,-11,18,2
Cc1cc(C)cc(OCC(=O)NNC(=O)CCC(=O)NCc2ccccc2)c1,-6,-5,-1,-17,-2.1,-19,10,-4
CC1CCN(C(=O)CCS(=O)(=O)c2cc3c(cc2Cl)NC(=O)CO3)CC1,9,13,10,0,1.2,-2,8,2
COCCN=C1NN=C(c2ccc(C)c([N+](=O)[O-])c2)CS1,-81,-71,17,-6,2.7,-25,12,-1
CCCS(=O)(=O)N1CCCC(C(=O)NCc2ccco2)C1 (stereo unspecified),11,-1,-1,-4,-6.0,27,18,0
Cc1ccc(C2=CN(Cc3ccccc3)CCC2=O)cc1,-5,14,9,10,1.1,-7,36,-1
CCCCN(CCCC)C(=O)/C=C/c1cccc([N+](=O)[O-])c1,10,3,28,5,0.9,2,36,-2
COc1ccc(C(NC(=O)CN2C(=O)NC3(CCc4ccccc43)C2=O)c2ccc(OC)cc2)cc1 (stereo unspecified),4,17,8,10,1.8,18,21,-1
OC(Cn1nnc2ccccc21)Cn1c(C(F)(F)F)nc2ccccc21 (stereo unspecified),1,-2,17,-3,-1.9,14,18,0
O=C(O)c1ccccc1CSc1ncn[nH]1,14,-5,4,1,-0.5,-4,23,-1
O=C(NNC(=O)c1cc(Cl)ccc1O)c1cccc(S(=O)(=O)N2CCOCC2)c1,-22,-11,4,-1,0.3,20,-4,-2
COC(=O)CCCCCN1C(=O)NC(c2ccccc2)C(C(=O)OCc2ccccc2)=C1C (stereo unspecified),-7,9,-1,-11,-0.6,16,-12,-2
c1ccc2[nH]c(CN3CCN(c4ncnc5c4oc4ccccc45)CC3)nc2c1,-27,7,28,15,0.6,19,13,4
O=C(CSc1ccc2nnc(CCNC(=O)c3ccc(F)cc3)n2n1)NCC1CCCO1 (stereo unspecified),8,15,5,4,2.1,15,8,1
Cc1nn(CC(=O)O)c(=O)c2ccccc12,-3,7,1,-1,1.6,13,-15,-1
O=C(Nc1ccccc1N1CCCC1)C1CCN(S(=O)(=O)c2ccc(F)cc2)CC1,5,1,1,15,1.6,-16,14,-2

# Filtered by structure: the entries above containing an NH in an aromatic ring.
SMILES,697 NFkB inh,Jurkat NFkB inh,tim10-1 inh,TIM10 inh,UPR CHOP act,Mdm2-MdmX inh,tim23-1 inh,UPR XBP1 act
Cc1cc2nc(-c3ccc(SCC(=O)Nc4ccc5c(c4)OCCO5)nc3)[nH]c2cc1C,-34,-121,1,-6,3.0,46,13,1
CCOc1cc2[nH]c(=S)n(CCc3ccc(OC)c(OC)c3)c(=O)c2cc1OCC,-43,3,14,12,1.7,83*,4,6
CSc1ncccc1C(=O)OCC(=O)N(C)c1c(N)n(Cc2ccccc2)c(=O)[nH]c1=O,24,3,5,0,1.7,-14,-5,-1
CN(Cc1nc(-c2cnccn2)no1)Cc1n[nH]c2c1CCCCC2,3,6,20,4,1.3,-1,15,0
O=C(Nc1c[nH]c(=O)[nH]c1=O)c1ccc([N+](=O)[O-])cc1,14,-3,2,11,-0.4,-10,7,4
O=C(O)c1ccccc1CSc1ncn[nH]1,14,-5,4,1,-0.5,-4,23,-1
c1ccc2[nH]c(CN3CCN(c4ncnc5c4oc4ccccc45)CC3)nc2c1,-27,7,28,15,0.6,19,13,4
